Tb MetRS inh = Trypanosoma brucei MetRS inhibition; inhibition, % at 11.9 µM; 0.4% of 360,000 active; purified T. brucei MetRS, ATP depletion, Kinase-Glo luminescence;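 active = inhibition above a per-plate cutoff of the control wells' mean inhibition plus 3 SD, cut at about 5.5% in these data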;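 also: 0% = DMSO wells median and 100% = median of wells with control inhibitor compound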
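Material: T. brucei methionyl-tRNA synthetase, purified; reagent: substrates ATP, L-methionine and bulk Escherichia coli tRNA; dosing: 11.9 µM single point; timing: 15 min plus 2 h at 25 °C; detection: luminescence of leftover ATP; evaluation: % inhibition; control set: DMSO-only wells as low control; replicates: singlicate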
MT1-MMP act inh = blocks activation of human MT1-MMP; HT1080 RFP-PRO-GFP cells, GFP/RFP ratio fluorescence, overnight; percent of plate control window, DMSO zero; GFP/RFP ratio change, % at 20 µM; 0.061% of 360,000 active;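 active = GFP/RFP ratio change of at least 30% with cell ATP level not reduced by more than half and red fluorescence within 50% of control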; also: strong numbers were not always called active
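system = RFP-PRO-GFP reporter HT1080 cells | dosing = 20 µM single dose, 1% DMSO | timing = overnight cell settling, then overnight compound exposure, 37 °C, 5% CO2 | read-out basis = GFP/RFP fluorescence ratio | controls = DMSO and RFP-L50D-GFP cell wells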
MsrA act = bovine methionine sulfoxide reductase A activation; 0.3% of 360,000 active; purified bovine MsrA, absorbance read-out; activation, % at 10.6 µM; in the data active = activation above about 7.5%;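 also: 0% = vehicle and 100% = reference activator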
PABP1 MLLE inh = inhibitors of microRNA-mediated deadenylation, human PABP1 MLLE binding; P11940; GST-MLLE / FITC-PAM2 fluorescence polarization; inhibition, % at 20 µM; 0.36% of 360,000 active; AID 588489; in the data active = inhibition above about 35%, passing the limit was not always enough;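 also: plate controls were DMSO wells with GST-MLLE for no effect and wells lacking GST-MLLE protein for full effect; some results filed as inactive read as strong as hits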
SKN-1 block = C. elegans SKN-1 inhibition | C. elegans VP596 Pgst-4::GFP/RFP ratio, acrylamide-induced, 24 h | inhibition, % at 21.8 µM | 0.49% of 360,000 active;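 active = interference check ratio from 0.5 to 1.5 plus GFP to RFP signal ratio inhibition reaching or exceeding a fixed threshold, cut at about 30% in these data, passing the limit was not always enough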; also: some compounds called inactive have numbers as strong as hits
NRP1-CendR mod = modulators of CendR peptide binding to human neuropilin-1; O14786; FAM-RPARPAR peptide binding to NRP-1, fluorescence polarization; inhibition, % at 25 µM; 0.85% of 360,000 active;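 active = inhibition or corrected inhibition above about 18%, plus a signal ratio from 0.5 to 1.5, limit read from the data, passing the limit was not always enough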; also: strong numbers were not always called active
FAS TE block = blocks the thioesterase domain of human fatty acid synthase | P49327 | inhibition, % at 15 µM | 0.67% of 360,000 active | recombinant FAS-TE, OMFH fluorogenic substrate, fluorescence endpoint;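 active = compounds whose normalised, plate-corrected inhibition of enzyme fluorescence in the single-dose primary screen is 50% or more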;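 also: 0% = DMSO with enzyme and 100% = substrate without enzyme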
eLon inh = inhibitors of E. coli Lon protease. purified E. coli Lon protease, fluorescence polarization. 0.42% of 360,000 active. inhibition, % at 7.94 µM. P0A9M0; in the data active = inhibition above about 13%, passing the limit was not always enough;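 also: 0% = enzyme with probe and DMSO and 100% = no enzyme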
Target sequence (P0A9M0 whole entry, looked up): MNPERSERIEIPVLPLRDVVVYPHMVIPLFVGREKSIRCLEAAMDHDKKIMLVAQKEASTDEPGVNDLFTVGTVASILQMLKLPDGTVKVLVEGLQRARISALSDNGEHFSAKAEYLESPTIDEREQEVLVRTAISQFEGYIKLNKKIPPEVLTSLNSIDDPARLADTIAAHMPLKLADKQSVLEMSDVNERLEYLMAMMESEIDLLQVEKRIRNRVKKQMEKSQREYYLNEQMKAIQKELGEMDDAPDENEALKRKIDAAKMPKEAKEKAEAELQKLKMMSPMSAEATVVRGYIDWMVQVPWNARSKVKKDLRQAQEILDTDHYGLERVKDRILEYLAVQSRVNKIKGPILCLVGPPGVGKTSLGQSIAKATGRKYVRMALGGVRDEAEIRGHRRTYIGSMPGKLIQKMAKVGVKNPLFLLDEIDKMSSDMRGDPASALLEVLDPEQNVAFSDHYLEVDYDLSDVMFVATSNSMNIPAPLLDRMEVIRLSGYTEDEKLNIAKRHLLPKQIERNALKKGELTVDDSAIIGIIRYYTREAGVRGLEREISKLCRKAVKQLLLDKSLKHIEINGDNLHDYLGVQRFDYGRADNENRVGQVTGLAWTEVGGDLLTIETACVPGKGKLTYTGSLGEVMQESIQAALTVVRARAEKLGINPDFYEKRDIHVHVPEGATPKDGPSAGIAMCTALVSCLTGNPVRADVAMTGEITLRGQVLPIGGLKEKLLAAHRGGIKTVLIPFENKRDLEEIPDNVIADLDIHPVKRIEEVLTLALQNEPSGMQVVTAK
MsrA inhibitor = inhibitors of bovine MsrA; 0.75% of 360,000 active; inhibition, % at 15.5 µM; purified bovine MsrA, absorbance read-out; in the data active = inhibition above about 4.5%;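 also: 0% = vehicle wells with enzyme and 100% = reference inhibitor wells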
The depositor's hits bear a star.

What do the screens show for `Cc1cc(=O)n2nc(N3CCCC3C(=O)NCCCN3CC(C)CC(C)C3)sc2n1` (stereo not given)?
Tb MetRS inh: -1.0; MT1-MMP act inh: -4; MsrA act: -6; PABP1 MLLE inh: 15; SKN-1 block: -3; NRP1-CendR mod: 7; FAS TE block: -10; eLon inh: -14; MsrA inhibitor: 0.9

Results for CCOC(=O)CCCCC(=O)c1[nH]c(=O)[nH]c1Cn1ccnc1 ?
Tb MetRS inh: 0.0; MT1-MMP act inh: -9; MsrA act: -1; PABP1 MLLE inh: -7; SKN-1 block: 11; NRP1-CendR mod: -4; FAS TE block: -3; eLon inh: 3; MsrA inhibitor: -0.7

What do the screens show for `COC(=O)C1=C(CSCc2ccccc2)NC(=O)NC1c1cc(C)ccc1C` (stereo not given)?
Tb MetRS inh: -0.8; MT1-MMP act inh: 6; MsrA act: 0; PABP1 MLLE inh: 3; SKN-1 block: 3; NRP1-CendR mod: 8; FAS TE block: 7; eLon inh: 8; MsrA inhibitor: 0.3

Results for COc1cccc(CC(=O)Nc2nc(C)cs2)c1 ?
Tb MetRS inh: -0.7; MT1-MMP act inh: -4; MsrA act: -6; PABP1 MLLE inh: 0; SKN-1 block: -2; NRP1-CendR mod: -2; FAS TE block: -6; eLon inh: -4; MsrA inhibitor: -0.7

Results for COc1cc(/C=N/NC(=O)c2cccc([N+](=O)[O-])c2)ccc1OCc1ccccc1 ?
Tb MetRS inh: -0.7; MT1-MMP act inh: 12; MsrA act: -3; PABP1 MLLE inh: 12; SKN-1 block: -6; NRP1-CendR mod: 1; FAS TE block: -10; eLon inh: 1; MsrA inhibitor: 0.3

Results for COc1ccccc1NC(=O)CCCc1nnc2n(C)c(=O)c3sccc3n12 ?
Tb MetRS inh: -0.3; MT1-MMP act inh: 1; MsrA act: -2; PABP1 MLLE inh: 14; SKN-1 block: -14; NRP1-CendR mod: 4; FAS TE block: -1; eLon inh: -16; MsrA inhibitor: -0.1

Results for CCC(C)NC(=O)Cn1c(=O)n(-c2ccccc2)c(=O)c2ccc(C(=O)NCc3ccco3)cc21 (stereo not given) ?
Tb MetRS inh: -0.9; MT1-MMP act inh: 3; MsrA act: -1; PABP1 MLLE inh: 14; SKN-1 block: 24; NRP1-CendR mod: 1; FAS TE block: -4; eLon inh: -3; MsrA inhibitor: 2.9

What do the screens show for `CCOC(=O)N1CCN(C(=O)Nc2ccc(Cl)cc2Cl)CC1`?
Tb MetRS inh: -0.2; MT1-MMP act inh: 9; MsrA act: -2; PABP1 MLLE inh: 11; SKN-1 block: 1; NRP1-CendR mod: 10; FAS TE block: -1; eLon inh: 1; MsrA inhibitor: -2.0

Results for C=CCn1c(=O)c(C(=O)NCCN(CC)CC)c(O)c2ccccc21 ?
Tb MetRS inh: -0.8; MT1-MMP act inh: -2; MsrA act: -2; PABP1 MLLE inh: -6; SKN-1 block: -10; NRP1-CendR mod: -2; FAS TE block: -4; eLon inh: 1; MsrA inhibitor: -0.5

How did O=C(COC(=O)c1cc(S(=O)(=O)NCc2ccccc2)ccc1O)c1cc2ccccc2o1 do in these assays?
Tb MetRS inh: 0.1; MT1-MMP act inh: 0; MsrA act: -3; PABP1 MLLE inh: -2; SKN-1 block: 3; NRP1-CendR mod: -14; FAS TE block: 25; eLon inh: -2; MsrA inhibitor: 4.8*

What do the screens show for `NC(=O)CSc1nnc(COc2ccccc2)n1C1CCCCC1`?
Tb MetRS inh: -0.3; MT1-MMP act inh: -5; MsrA act: -2; PABP1 MLLE inh: 2; SKN-1 block: 4; NRP1-CendR mod: -6; FAS TE block: -6; eLon inh: -2; MsrA inhibitor: 0.6

What do the screens show for `Cc1ccc2oc(=O)c3cnn(CC(=O)NCCC(C)C)c3c2c1`?
Tb MetRS inh: 0.0; MT1-MMP act inh: 2; MsrA act: 0; PABP1 MLLE inh: -2; SKN-1 block: 15; NRP1-CendR mod: 8; FAS TE block: -1; eLon inh: -17; MsrA inhibitor: -0.4

Results for COCCn1nnnc1C(CC(C)C)N1CCN(c2cccc(OC)c2)CC1 (stereo not given) ?
Tb MetRS inh: 0.4; MT1-MMP act inh: 2; MsrA act: -14; PABP1 MLLE inh: 5; SKN-1 block: 6; NRP1-CendR mod: 0; FAS TE block: -5; eLon inh: -1; MsrA inhibitor: 1.2

How did Cc1cc(C(=O)NCCC2=CCCCC2)no1 do in these assays?
Tb MetRS inh: -0.2; MT1-MMP act inh: -1; MsrA act: -1; PABP1 MLLE inh: 1; SKN-1 block: 10; NRP1-CendR mod: -8; FAS TE block: -4; eLon inh: 7; MsrA inhibitor: -0.7

What do the screens show for `O=C(C1=C[C@H](c2csc3ccccc23)C[C@H](OCc2ccc(CO)cc2)O1)N1CCN(Cc2ccc3c(c2)OCO3)CC1`?
Tb MetRS inh: -0.1; MT1-MMP act inh: -3; MsrA act: 0; PABP1 MLLE inh: 4; SKN-1 block: 12; NRP1-CendR mod: 16; FAS TE block: 35; eLon inh: -1; MsrA inhibitor: 0.1

The list goes on; the last 3 above are carried over.
Results for COCCn1nnnc1C(CC(C)C)N1CCN(c2cccc(OC)c2)CC1 (stereo not given) ?
Tb MetRS inh: 0.4; MT1-MMP act inh: 2; MsrA act: -14; PABP1 MLLE inh: 5; SKN-1 block: 6; NRP1-CendR mod: 0; FAS TE block: -5; eLon inh: -1; MsrA inhibitor: 1.2

How did Cc1cc(C(=O)NCCC2=CCCCC2)no1 do in these assays?
Tb MetRS inh: -0.2; MT1-MMP act inh: -1; MsrA act: -1; PABP1 MLLE inh: 1; SKN-1 block: 10; NRP1-CendR mod: -8; FAS TE block: -4; eLon inh: 7; MsrA inhibitor: -0.7

What do the screens show for `O=C(C1=C[C@H](c2csc3ccccc23)C[C@H](OCc2ccc(CO)cc2)O1)N1CCN(Cc2ccc3c(c2)OCO3)CC1`?
Tb MetRS inh: -0.1; MT1-MMP act inh: -3; MsrA act: 0; PABP1 MLLE inh: 4; SKN-1 block: 12; NRP1-CendR mod: 16; FAS TE block: 35; eLon inh: -1; MsrA inhibitor: 0.1

What do the screens show for `COc1ccc(N(CC(=O)NC2CCCCC2)S(=O)(=O)c2cccnc2)cc1`?
Tb MetRS inh: -0.7; MT1-MMP act inh: -6; MsrA act: 0; PABP1 MLLE inh: -4; SKN-1 block: 8; NRP1-CendR mod: -16; FAS TE block: 0; eLon inh: -5; MsrA inhibitor: -0.3

What do the screens show for `CN(C)c1ccc(C(=O)C(O)c2ccc(C(C)(C)C)cc2)cc1` (stereo not given)?
Tb MetRS inh: -1.0; MT1-MMP act inh: 0; MsrA act: -13; PABP1 MLLE inh: 7; SKN-1 block: -17; NRP1-CendR mod: -1; FAS TE block: 16; eLon inh: -4; MsrA inhibitor: -0.2

Results for CC(COS(N)(=O)=O)Cc1ccc(C(F)(F)F)cc1 (stereo not given) ?
Tb MetRS inh: -0.2; MT1-MMP act inh: 7; MsrA act: -2; PABP1 MLLE inh: -13; SKN-1 block: 13; NRP1-CendR mod: -2; FAS TE block: -2; eLon inh: 10; MsrA inhibitor: 0.5

Results for C=CCn1c(C)cc(C(=O)COC(=O)c2ccc3c(c2)NC(=O)CS3)c1C ?
Tb MetRS inh: 0.8; MT1-MMP act inh: 3; MsrA act: -4; PABP1 MLLE inh: 15; SKN-1 block: 9; NRP1-CendR mod: 16; FAS TE block: 15; eLon inh: -6; MsrA inhibitor: 0.6

How did Cc1ccc(C2=NN(C3=NN=C(N)Cc4ncnn43)C(O)(C(F)(F)F)C2)cc1 (stereo not given) do in these assays?
Tb MetRS inh: -0.1; MT1-MMP act inh: 3; MsrA act: -2; PABP1 MLLE inh: 1; SKN-1 block: 2; NRP1-CendR mod: -7; FAS TE block: -3; eLon inh: -1; MsrA inhibitor: 1.1

How did CC(C)Oc1snc(Cl)c1C(N)=O do in these assays?
Tb MetRS inh: -0.4; MT1-MMP act inh: -4; MsrA act: -1; PABP1 MLLE inh: -7; SKN-1 block: -24; NRP1-CendR mod: -5; FAS TE block: -8; eLon inh: 4; MsrA inhibitor: -0.7

What do the screens show for `Cc1ccc(OCCNC(=O)C(C)SCC(=O)Nc2ccc(F)cc2)cc1` (stereo not given)?
Tb MetRS inh: -0.1; MT1-MMP act inh: 2; MsrA act: -2; PABP1 MLLE inh: 6; SKN-1 block: 8; NRP1-CendR mod: 9; FAS TE block: -5; eLon inh: 1; MsrA inhibitor: 1.5

What do the screens show for `CCOC(=O)CN1C(=O)N[C@@H](c2ccccc2)C(C(C)=O)=C1C`?
Tb MetRS inh: -0.3; MT1-MMP act inh: -4; MsrA act: -4; PABP1 MLLE inh: -1; SKN-1 block: -2; NRP1-CendR mod: 13; FAS TE block: -8; eLon inh: -12

Results for CC(=O)c1sc(Nc2ccccc2)nc1C ?
Tb MetRS inh: 0.3; MT1-MMP act inh: 4; MsrA act: -5; PABP1 MLLE inh: -3; SKN-1 block: 15; NRP1-CendR mod: -5; FAS TE block: -12; eLon inh: -8; MsrA inhibitor: 4.1

How did CCn1c(C)nc2cc(C(=O)OCCC(F)(F)F)ccc21 do in these assays?
Tb MetRS inh: 0.7; MT1-MMP act inh: 5; MsrA act: 0; PABP1 MLLE inh: 6; SKN-1 block: 13; NRP1-CendR mod: -3; FAS TE block: -6; eLon inh: -2; MsrA inhibitor: 0.3

Results for CCOC(=O)c1ccc(NC(=S)Nc2ccccc2)cc1 ?
Tb MetRS inh: -0.5; MT1-MMP act inh: 1; MsrA act: -4; PABP1 MLLE inh: 22; SKN-1 block: 0; NRP1-CendR mod: 5; FAS TE block: 2; eLon inh: -1; MsrA inhibitor: -0.9

What do the screens show for `CCCC(C(=O)Nc1cc(S(=O)(=O)N2CCOCC2)ccc1OC)c1ccccc1` (stereo not given)?
Tb MetRS inh: 0.2; MT1-MMP act inh: -3; MsrA act: -1; PABP1 MLLE inh: -6; SKN-1 block: 18; NRP1-CendR mod: -2; FAS TE block: -8; eLon inh: -19; MsrA inhibitor: -0.8

How did Cc1ccc2c(C(=O)CN3CCCCC3CCO)c(C)[nH]c2c1 (stereo not given) do in these assays?
Tb MetRS inh: -1.4; MT1-MMP act inh: -4; MsrA act: -6; PABP1 MLLE inh: -16; SKN-1 block: 13; NRP1-CendR mod: -3; FAS TE block: -4; eLon inh: -2; MsrA inhibitor: 2.6

How did CC(=O)Nc1ccc(S(=O)(=O)NCCC(=O)OCc2csc(CC(=O)Nc3ccccc3C)n2)cc1 do in these assays?
Tb MetRS inh: -0.2; MT1-MMP act inh: 1; MsrA act: -3; PABP1 MLLE inh: -23; SKN-1 block: 2; NRP1-CendR mod: 1; FAS TE block: -4; eLon inh: -6; MsrA inhibitor: -0.5

How did CC(=O)Nc1nc(C)c(-c2csc(Nc3ccc(S(N)(=O)=O)cc3)n2)s1 do in these assays?
Tb MetRS inh: -0.3; MT1-MMP act inh: -2; MsrA act: -5; PABP1 MLLE inh: 7; SKN-1 block: -9; NRP1-CendR mod: -4; FAS TE block: -3; eLon inh: -1; MsrA inhibitor: 3.0

How did CCCS(=O)(=O)N1CCN(C(=O)COc2ccccc2)CC1 do in these assays?
Tb MetRS inh: -0.1; MT1-MMP act inh: 0; MsrA act: -9; PABP1 MLLE inh: -10; SKN-1 block: 15; NRP1-CendR mod: -2; FAS TE block: -4; eLon inh: 5; MsrA inhibitor: 0.9

How did Cc1ccc2c(NCc3ccco3)nc(NC(C)C)nc2c1 do in these assays?
Tb MetRS inh: 1.8; MT1-MMP act inh: 13; MsrA act: -1; SKN-1 block: 14; NRP1-CendR mod: -1; FAS TE block: -17; eLon inh: 9; MsrA inhibitor: -0.8

Source: PubChem BioAssay (several laboratories)
